Screening results: PubChem, National Center for Advancing Translational Sciences (NCATS)
USP1-UAF1 inh = Inhibitors of USP1/UAF1: Primary Screen; Potency, µM (doses to about 57.1 µM), for the others: top-dose activity change, negative = inhibition, usual class: inhibitors; hit rate 0.23% among 390,000; AID 743255, 2014; recombinant USP1/UAF1, Ub-Rhodamine cleavage fluorescence; Ubiquitin carboxyl-terminal hydrolase 1 (Homo sapiens), O94782; also: potency is read from the fitted curve at half-maximal effect; % is scaled to controls: 0 for no effect and ±100 for the full control effect; nearly all actives have a fitted effect of over 60% in size; inactives centre near -12
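1 nM enzyme complex + cpd, 15 min RT; start with Ub-Rho 150nM final; kinetic fluorescence ex 480/em 540, 6 reads q60 s. Buffer 50mM HEPES pH 7.8, 0.5mM EDTA, 0.1 mg/ml BSA, 1mM TCEP, 0.01% Tween-20.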
mIDH1 inhibitor = qHTS for Inhibitors of mutant isocitrate dehydrogenase 1 (IDH1): qHTS; Potency, µM (titrated, usually from 76.6 µM), without a hit: top-dose activity change, negative = inhibition, hits mostly inhibitors; IDH1-R132H enzyme, NADPH consumption, diaphorase/resazurin fluorescence; hit rate 0.093% among 390,000; also: potency is read from the fitted curve at half-maximal effect; % is scaled to controls: 0 for no effect and ±100 for the full control effect; nearly all actives have a fitted effect of over 65% in size
Target sequence (O75874 whole entry R132H, stated change not applied): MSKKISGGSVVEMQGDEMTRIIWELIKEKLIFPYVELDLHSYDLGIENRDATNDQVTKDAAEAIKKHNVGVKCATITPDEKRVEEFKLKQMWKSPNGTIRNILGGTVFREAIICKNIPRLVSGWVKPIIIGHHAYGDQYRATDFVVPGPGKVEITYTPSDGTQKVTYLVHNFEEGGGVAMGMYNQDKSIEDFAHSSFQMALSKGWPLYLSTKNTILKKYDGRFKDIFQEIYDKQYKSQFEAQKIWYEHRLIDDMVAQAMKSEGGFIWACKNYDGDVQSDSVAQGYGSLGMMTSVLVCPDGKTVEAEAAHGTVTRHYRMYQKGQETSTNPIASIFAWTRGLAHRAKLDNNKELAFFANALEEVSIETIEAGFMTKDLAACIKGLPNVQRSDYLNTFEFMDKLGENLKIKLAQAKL
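IDH1-R132H (0.5 ug/mL) preincubated 30 min with compound, then NADPH (0.016 mM) and alpha-KG (2 mM) added; 80 min at RT, pH 7.5. Remaining NADPH coupled via diaphorase/resazurin to fluorescence (540/590 nm); concentration-response curves normalized to no-enzyme control.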
rTrxR1 inhibitor = qHTS Assay for Inhibitors of Mammalian Selenoprotein Thioredoxin Reductase 1 (TrxR1): qHTS | recombinant rTrxR1, NADPH fluorescence consumption, selenite substrate | Thioredoxin reductase 1, cytoplasmic (Rattus norvegicus), O89049 | Potency, µM (highest dose often 114 µM), for inactives: top-dose activity change, negative = inhibition, actives largely listed as inhibitors | hit rate 1% among 390,000 | AID 588453, 2011; also: potency is read from the fitted curve at half-maximal effect; % is scaled to controls: 0 for no effect and ±100 for the full control effect; nearly all actives have a fitted effect of over 65% in size
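Rat TrxR1 (90 nM in the dispensed reagent) was pre-reduced with 400 uM NADPH for 5 min at room temperature, then incubated with compound for 15 min. After 400 uM selenite was added, NADPH fluorescence (Ex 340/Em 450 nm) was followed for 8 min.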
TrxR1 substrate = qHTS Assay for Substrates of Mammalian Selenoprotein Thioredoxin Reductase 1 (TrxR1): qHTS; Thioredoxin reductase 1, cytoplasmic (Rattus norvegicus), O89049; hit rate 0.01% among 390,000; Potency, µM (series often up to 114 µM), for inactives: top-dose activity change, negative = substrate turnover; purified TrxR1 substrate turnover, NADPH consumption readout; also: potency is read from the fitted curve at half-maximal effect; % is scaled to controls: 0 for no effect and ±100 for the full control effect; nearly all actives have a fitted effect of over 50% in size
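Rat TrxR1, dispensed at 90 nM, was prereduced with 400 uM NADPH (final) for 5 min at ~22 deg C, then incubated with compound 15 min before 400 uM selenite. A first-read NADPH fluorescence drop versus no-compound background flagged substrates.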
D2 agonist = HTS Assay for Allosteric Agonists of the Human D2 Dopamine Receptor: Primary Screen for Agonists | D(2) dopamine receptor (Homo sapiens), P14416 | HEK293 T-REx D2 cells, calcium flux agonist mode | activation, % at 2 µM | hit rate 0.53% among 340,000 | AID 485358, 2010;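 active = activation over 3 SD above normal in the single-dose calcium agonist read, cut at about 30% in these data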; also: 0% is about no effect
Target sequence (P14416 whole entry, looked up): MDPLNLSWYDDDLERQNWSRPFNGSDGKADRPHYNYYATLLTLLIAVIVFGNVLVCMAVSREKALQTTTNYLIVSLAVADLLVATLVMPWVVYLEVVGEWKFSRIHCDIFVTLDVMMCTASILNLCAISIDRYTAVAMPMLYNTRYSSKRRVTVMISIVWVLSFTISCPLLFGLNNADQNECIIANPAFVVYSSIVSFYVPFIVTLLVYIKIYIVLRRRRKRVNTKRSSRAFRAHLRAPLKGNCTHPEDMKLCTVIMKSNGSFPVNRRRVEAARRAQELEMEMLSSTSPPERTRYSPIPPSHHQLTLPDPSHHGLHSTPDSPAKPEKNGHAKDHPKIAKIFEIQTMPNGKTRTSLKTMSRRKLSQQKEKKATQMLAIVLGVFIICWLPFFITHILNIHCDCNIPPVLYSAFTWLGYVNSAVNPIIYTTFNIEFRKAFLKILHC
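Calcium-flux readout, 1 cycle/sec over 180 s following compound pin transfer, in inducible HEK293 Trex D2 cells (force-coupled); dopamine controls included. Positive calcium responses during this window marked compounds as potential agonists.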
TRHR enhancer = qHTS for Small Molecule Agonists and Allosteric Enhancers of Human TRH Receptor: Primary Screen for Enhancers. TRHR cells, fluo-8 calcium fluorescence, EC20 TRH enhancement. enhancement, % at 2 µM. hit rate 0.66% among 360,000. AID 493056, 2011; in the data active = enhancement above about 30%; also: 0% is about no effect
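TRHR-expressing cells loaded with fluo-8 calcium dye were read kinetically (ex 480/em 530) during compound addition, then stimulated with an EC20 of TRH (10 nM final). Enhancement of the Gq-mediated intracellular calcium response was scored.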
D2 antagonist = HTS Assay for Allosteric Antagonists of the Human D2 Dopamine Receptor: Primary Screen for Antagonists; D(2) dopamine receptor (Homo sapiens), P14416; HEK293 TREx D2 cells, calcium flux, dopamine EC80; inhibition, % at 10 µM; hit rate 2% among 340,000; AID 485344, 2010; in the data active = inhibition above about 30%; also: 0% is about no effect
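In this primary screen, negative modulation is detected by tracking calcium flux after an EC80 dopamine challenge in inducible HEK293 T-REx D2 cells preexposed to test compound for 180 s.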
PI4K2A inh = qHTS for small molecular inhibitors of PI4K2A; AID 1346378, 2018; Phosphatidylinositol 4-kinase type 2-alpha (Homo sapiens), Q9BTU6; hit rate 0.13% among 420,000; activity change, negative = inhibition, % at 76.9 µM; purified PI4K2A, ADP-Glo luminescence, 1 h; hits give low values; in the data active = activity change below about -50%; inconclusive = mostly about -30% to -49%;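 also: -100% = wells without enzyme as full effect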
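PI4K2A activity was measured by ADP-Glo luminescence: enzyme (4 ug/mL stock) and phosphatidylinositol (1.2 mM stock) in Tris pH 7.5/MgCl2/EGTA/Triton X-100 buffer were reacted with ATP (300 microM stock) for one hour at ambient temperature.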
TRHR ag = qHTS for Small Molecule Agonists and Allosteric Enhancers of Human TRH Receptor: Primary Screen for Agonists | Thyrotropin-releasing hormone receptor (Homo sapiens), P34981 | hit rate 0.18% among 360,000 | TRHR cells, calcium flux fluo-8, FDSS agonist mode | activation, % at 2 µM | AID 493084, 2011; in the data active = activation above about 30%; also: 0% is about no effect
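TRHR-expressing cells loaded with fluo-8 calcium dye; 23 nL library compound pin-transferred, kinetic FDSS fluorescence (Ex 480/Em 530) recorded about 180 s for agonist-induced calcium release, before a 10 nM TRH EC20 addition for potentiator mode.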
* hit, by the source's call; ? = inconclusive; . = no result given; [ ] = remark or other dose. Unless noted, calls follow the shape of the dose curve; as a rule, active = well fitted inhibition curve with a large enough effect; inconclusive = small, poorly fitted or top-dose-only effect; inactive = no such curve, though single readings can be large or run the other way.

SMILES	USP1-UAF1 inh	mIDH1 inhibitor	rTrxR1 inhibitor	TrxR1 substrate	D2 agonist	TRHR enhancer	D2 antagonist	PI4K2A inh	TRHR ag
CC(NC(=O)CN(C1CCCCC1)S(C)(=O)=O)c1ccccc1 (centres undefined)	-3%	4%	-7%	6%	-0.8	3	3	2	-0.5
O=C(NCCN1CCOCC1)Nc1ccccc1	-15%	1%	?	-8%	-0.1	3	-4	-6	0.5
Cc1cc(C)n(CCC(=O)N/N=C/c2ccc(Br)c([N+](=O)[O-])c2)n1	-26%	0%	8%	5%	-3.6	0	0	12	-1.9
Clc1ccc(CN2CCCCCC2)cc1	3%	9%	10%[57.1 µM]	-7%	0.3	-4	-10	1	0.2
COc1cc(C(=O)O[C@H]2C/C(C)=C/CC[C@@]3(C)O[C@@H]3[C@H](O)[C@@H]2C(C)C)cc(OC)c1OC	-19%	20%	13%	2%	-0.1	-1	-14	-3	1.2
Cc1ccc(NC(=O)CCn2cnc3cc(C)c(C)cc32)cc1	-25%	3%	10%	-4%	-0.2	3	13	-6	-0.1
Nc1c(-c2ccccc2Cl)cnn1-c1cccc([N+](=O)[O-])c1	-16%	4%	-14%	-2%	0.3	2	1	3	-0.8
Cc1ccccc1-c1cc2c(nn1)-c1ccccc1C2=O	32µM*	3%	-5%	-8%	1.4	-3	8	?	-1.0
CCCCOC(=O)c1ccc(NC(=O)c2ccc3c(c2)CCN3S(C)(=O)=O)cc1	-16%	7%	-13%	-8%	.	0	.	-1	4.6
COc1ccc(S(=O)(=O)N2CCc3ccccc32)cc1C(=O)OCC(=O)c1c(N)n(C)c(=O)n(C)c1=O	-14%	4%	37%[activator][57.1 µM]	10%[57.1 µM]	0.0	8	-22	-1	0.3
CC1CCN(C(=O)c2ccc3c(c2)NC(=O)CN3)CC1	-25%	-2%	-15%	10%	1.2	4	-13	0	0.4
CCCCn1c(=O)c(CCC(=O)OCC(=O)Nc2ccc(C)c(Cl)c2)nc2ccccc21	.	.	.	.	0.8	10	6	.	1.3
CCC(C)NC(=O)C1c2ccccc2C(=O)N(c2ccc(OC)cc2)C1c1ccc(OC)cc1 (centres undefined)	-8%	3%	-4%	-5%	0.3	-2	1	-4	-0.3
COc1ccccc1-c1nnc(-c2ccc(C)cc2)o1	-18%	9%	6%[57.1 µM]	4%[57.1 µM]	.	.	.	-1	.
Cc1ccc(OCCCCn2cnc3ccccc32)c(C)c1	-13%	5%	-11%	-7%	0.5	-7	12	1	-0.1
Cc1ccc(NC2CCCN(C(=O)CSc3ccccn3)C2)cc1C (centres undefined)	0%	4%	?	-17%	-0.9	2	5	3	-1.3
COc1ccccc1N1C(N)=NC(N)=NC12CCCCC2	-3%	3%	8%[57.1 µM]	11%[57.1 µM]	0.7	-11	12	-4	1.1
COc1ccc(OC)c(/C=N\Nc2nccs2)c1	-16%	7%	8%	13%	.	.	.	6	.
CCOC(=O)c1c(C)oc2ncnc(N3CCN(c4cccc(Cl)c4)CC3)c12	-24%	13%	24%	1%	0.5	-6	.	5	-0.2
CC1(C)Cc2c(c(N3CCOCC3)nc3snc(N)c23)CO1	-5%	7%	13%	17%	-0.3	-1	-8	-13	0.1
CCC(C)(NC(=O)c1ccc(=O)[nH]c1)C(=O)NC1CCCC1 (centres undefined)	-11%	-3%	13%	0%	.	2	.	1	0.3
CS(=O)(=O)c1ccc(C(=O)OCc2nnc(-c3ccccc3)o2)cc1[N+](=O)[O-]	-5%	?	1µM*	5%	1.0	-9	1	3	0.7
Cc1nnc2ccc(-c3ccc(NC(=O)c4ccco4)cc3)nn12	-15%	-4%	27%	8%	-0.4	5	-8	-27	-1.0
COc1cc(C=O)ccc1OS(=O)(=O)c1ccccc1[N+](=O)[O-]	-4%	18%	-14%[57.1 µM]	2%[57.1 µM]	-0.1	7	-4	4	0.1
C/C(=N\NS(=O)(=O)c1ccc(C)cc1)c1ccc(C)s1	-16%	2%	2%	-2%	-1.2	1	10	-5	-2.2

Remaining list, next part:
SMILES	USP1-UAF1 inh	mIDH1 inhibitor	rTrxR1 inhibitor	TrxR1 substrate	D2 agonist	TRHR enhancer	D2 antagonist	PI4K2A inh	TRHR ag
COc1ccc(-c2sc3cc4c(cc3c2C#Cc2cncn2C)OCO4)cc1	-14%	-3%	28%[57.1 µM]	17%[57.1 µM]	.	.	.	3	.
Cc1ccc(S(=O)(=O)N2c3ccccc3OCC2c2ccccc2)cc1 (centres undefined)	0%	17%	-8%	-14%	-3.5	1	14	1	-1.6
CN(c1ccccc1)S(=O)(=O)c1cccc(NC(=O)CSc2nncs2)c1	-11%	2%	7%	-1%	-0.6	-5	4	-2	0.2
CC(=O)Nc1ccc(S(=O)(=O)N2CCN(S(=O)(=O)N3CCCCCC3)CC2)cc1	-11%	14%	18%	-7%[57.1 µM]	-0.1	-8	20	1	0.2
CN1CCN(c2nc(-c3ccc(Cl)s3)cs2)CC1	-9%	8%	-49%	-21%[11.4 µM]	0.3	-1	2	-23	0.3
N#Cc1ccc(-c2cccnc2)nc1SCC(=O)Nc1sc2c(c1C#N)CCC2	?	6%	?	-4%	0.8	-12	-6	-8	0.8
CC(=O)Nc1ccc(S(=O)(=O)Nc2nc3ccccc3nc2Nc2ccc(O)cc2)cc1	-26%	-3%	-1%	-13%	-0.1	-1	7	3	0.4
CC(=O)c1ccc(NC(=O)c2cc(C3CC3)nc3c2c(C)nn3-c2ccc(C)cc2)cc1	-19%	-7%	?	17%	.	10	.	0	0.5
CC1CCN(C(=O)c2cccc(NC(=O)c3nsc4ccccc34)c2)CC1	-27%	-6%	18%[57.1 µM]	-3%[57.1 µM]	.	-4	.	3	-0.5
Cc1nn(-c2ccc(N3CCCCC3)nn2)c(C)c1CCC(=O)NCc1ccc(OC(C)C)cc1	-5%	-18%	9%[57.1 µM]	2%[57.1 µM]	1.2	7	.	3	0.1
CCc1ccccc1-n1cnc2cc(C(=O)O)ccc21	-18%	-1%	15%[57.1 µM]	7%[57.1 µM]	0.6	2	2	-6	0.3
Cc1ccc(NC(=O)N2CCCCCC2)cc1	-19%	12%	10%	2%	.	10	.	-23	0.2
N#CC1=CN(Cc2ccccc2)C=C(/C=N/Nc2ccccc2)C1	-21%	-2%	-17%[57.1 µM]	5%[57.1 µM]	0.3	2	14	-7	2.8
O=C(CSc1nnc(-c2ccncc2)o1)N1CCc2ccccc2C1	-15%	2%	19%[57.1 µM]	-4%[57.1 µM]	1.7	0	-11	5	0.0
CC1CCN(S(=O)(=O)c2ccc3c(c2)N(CC(=O)Nc2ccc(F)c(Cl)c2)C(=O)CO3)CC1	-14%	-18%	1%	-7%	0.8	-5	.	1	0.5
O=C(Nc1nc(-c2ccccc2)c(C(=O)c2ccccc2)s1)c1ccc(S(=O)(=O)N2CCCCC2)cc1	0%	0%	-12%	-4%	1.9	6	2	-3	0.2
CSc1ccc(C(=O)N2CCc3ccc(NC(=O)c4ccccn4)cc3C2)cc1	-25%	7%	10%	-3%	1.3	16	9	2	0.3
COc1ccc(C(=O)NCc2nnc(SCC(=O)Nc3cc(OC)ccc3OC)o2)cc1	-10%	-12%	-22%	-18%	-0.3	2	1	-8	-0.3
Cc1cc(C)cc(-n2ncc3c2CCCC3NC(=O)c2cc(C)[nH]n2)c1 (centres undefined)	-2%	-2%	-3%	-5%	-0.2	11	1	1	1.1
Cc1ccc(C)c(CNC(=O)c2cc3ccccn3n2)c1	-6%	0%	19%[57.1 µM]	5%[57.1 µM]	-0.3	-2	.	-1	-0.5
NS(=O)(=O)c1ccc(CNC(=O)c2cccnc2Cl)cc1	-6%	-9%	20%	2%	1.1	3	-9	-2	0.5
CCOc1ccc(C(=O)Nc2onc3c2CCCC3)cc1	-2%	9%	14%	-1%	.	2	.	-21	-0.1
COC(=O)c1c(C(=O)NCc2ccccc2)ncn1CC(O)COc1ccccc1 (centres undefined)	-24%	2%	5%[57.1 µM]	8%[57.1 µM]	-0.5	-4	1	-12	0.2
O=S(=O)(NCCc1ccccc1)c1ccc(Cl)nc1	-6%	6%	9%[57.1 µM]	-8%[57.1 µM]	-0.4	4	-4	2	-0.3
CCN(CC)N=Nc1ccc(S(=O)(=O)Nc2c(C)n(C)n(-c3ccccc3)c2=O)cc1	-16%	-4%	12%	-1%	0.0	-3	8	0	-0.1
CCOC(=O)N1CCN(C(=O)CCc2cc(OC)c(OC)c(OC)c2)CC1	-6%	7%	-7%	-9%	0.1	0	2	-4	-0.8
Cc1ccc(Cl)c2sc(N3CCN(C(=O)c4ccco4)CC3)nc12	-25%	1%	13%	1%	0.7	-2	-7	1	1.0
COc1ccc(N2CCN(S(=O)(=O)c3ccc(-c4coc(C)n4)cc3)CC2)cc1	-34%	-10%	7%[57.1 µM]	-3%[57.1 µM]	-0.5	2	.	-10	0.1
